B2AR arrestin – qHTS assay of beta-arrestin-biased ligands of beta2-adrenergic receptor | beta-arrestin recruitment to beta2AR, cell-based reporter | Potency, µM (series often up to 46.1 µM), for the others: top-dose activation, most hits filed as activators | Beta-2 adrenergic receptor (Homo sapiens), P07550 | AID 492947, 2010 | 330,000 tested, 0.02% active;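 note: potency is the fitted concentration of half-maximal effect; 0% = DMSO controls and full agonism = EC100 isoproterenol or metaproterenol; nearly all actives have a fitted effect of over 65% in size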
BCR signal inh – qHTS Assay to Find Inhibitors of Chronic Active B-Cell Receptor Signaling; ABC-DLBCL IkBa-CBG/CBR reporter, luminescence ratio, 4 h; Potency, µM (series often up to 46.1 µM), inactives show top-dose ratio change, negative = lower green/red ratio, actives largely listed as inhibitors; AID 493014, 2011; 340,000 tested, 0.05% active; active = well fitted inhibition curve with a large enough effect in the signal ratio, with a control signal flat, not every such curve was filed as active; inconclusive = small, poorly fitted or top-dose-only effect, or effect the other way, or a change in a side signal; the % refers to the signal ratio;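 note: potency is the fitted concentration of half-maximal effect; plate controls were basal doxycycline-induced cells for no effect and cells given 10 µM MG132 for full effect; MG132 reads +100%, hits lower the ratio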
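TMD8 ABC-DLBCL cells carrying doxycycline-inducible green luciferase fused to IkappaBalpha plus unfused red luciferase were exposed to compounds (up to 46 uM) for 4 hrs at 37C. Activity came from the overlap-corrected green/red luminescence ratio.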
S-ASM inh – Inhibitors of Secretory Acid Sphingomyelinase (S-ASM): qHTS; Potency, µM (top dose mostly 57.5 µM), inactives show at the top dose activity change, negative = inhibition, most hits filed as inhibitors; placental ASM, HMU-PC fluorogenic substrate, 60 min; 340,000 tested, 0.006% active; Sphingomyelin phosphodiesterase (Homo sapiens), P17405; AID 504937, 2011; note: potency is the fitted concentration of half-maximal effect
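Human placenta-derived ASM preincubated with compound 10 min at room temperature, then reacted with 9 uM (final) fluorogenic HMU-PC substrate for 60 min at 37 C. Stop solution raises pH to 10; fluorescence read at Ex 386/Em 447 nm.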
PTAP TSG101 blk – qHTS Assay for Iinhibitors of HIV-1 Budding by Blocking the Interaction of PTAP/TSG101. Tumor susceptibility gene 101 protein (Homo sapiens), Q99816. Potency, µM (highest dose often 115 µM), for inactives: at the highest dose activity change, negative = inhibition, hits mostly inhibitors. 340,000 tested, under 10 active. Fluorescence polarization, FITC-PTAP peptide / Tsg101 binding. AID 493005, 2010; active = well fitted inhibition curve with a large enough effect in the main read-out, with a control signal flat, not every such curve was filed as active; inconclusive = small, poorly fitted or top-dose-only effect, or effect the other way, or a change in a side signal; inactive = no such curve, though single readings can be large or run the other way; note: potency is the fitted concentration of half-maximal effect; % of control where 0% means no effect
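Compounds were pin-transferred onto Tsg101 binding domain (10 uM final) in HEPES pH 7.5 buffer, then FITC-PTAP peptide was added at 50 nM final. After 20 min at RT, polarization reported peptide displacement across a qHTS concentration series.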
Coupling enz – qHTS Assay for Inhibitors of Fructose-1,6-bisphosphate Aldolase from Giardia Lamblia: Coupling assay counterscreen; coupling enzyme system counterscreen, AmpLite Red fluorescence; 290,000 tested, 0.67% active; activity change, negative = inhibition, % at 58.2 µM, hits read low; in the data active = activity change below about -30%; note: % is set by controls: 0 for no effect and ±100 for the full control effect
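First, compound is pin-transferred into glyceraldehyde-3-phosphate coupling-enzyme reagent at 57.5 uM final and held 10 min at RT. Next, substrate, coupling system and AmpLite Red are added. After 20 min RT, fluorescence (525/598 nm) is read.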
Menin MLL FP TR – qHTS Assay for Inhibitors Targeting the Menin-MLL Interaction in MLL Related Leukemias: Competition With Texas Red Labeled MLL-derived Mutant Peptide. Menin + Texas Red MLL mutant peptide, fluorescence polarization. AID 1768, 2009. Potency, µM (highest dose often 61.6 µM), without a hit: at the top dose FP activity change, negative = inhibition, most hits filed as inhibitors. O00255. 270,000 tested, 0.23% active; active = well fitted inhibition curve with a large enough effect in the polarisation, with a control signal flat, not every such curve was filed as active; inconclusive = small, poorly fitted or top-dose-only effect, or effect the other way, or a change in a side signal; inactive = no such curve, though single readings can be large or run the other way; the % refers to the polarisation; note: potency is the fitted concentration of half-maximal effect; % of control where 0% means no effect; many of its hits are not listed in these tables
a7 integrin act – qHTS for Activators of Integrin-Mediated Alleviation for Muscular Dystrophy; Potency, µM (series often up to 38.3 µM), without a hit: at the highest dose activation, most hits filed as activators; AID 624291, 2012; 350,000 tested, 0.064% active; alpha7betagal myoblasts, beta-gal FDG fluorescence, 48 h;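 note: potency is the fitted concentration of half-maximal effect; 100% = response of the positive control SU9516; nearly all actives have a fitted effect of over 60% in size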
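Alpha7betagal+/- myoblasts (passage 13) were plated 16-24 hr, then exposed to compounds (1:260 dilution of DMSO stock) for 48 hours at 37C. After MPER lysis, β-galactosidase reporter activity was read as FDG fluorescence (ex 480/em 540) after 30 minutes.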
PKM2 act – qHTS Assay for Activators of Human Muscle isoform 2 Pyruvate Kinase; purified PKM2, Kinase-Glo ATP luminescence, activation; response scale: 0% is enzyme alone, no compound; 260,000 tested, 0.34% active; Potency, µM (top dose mostly 57.5 µM), for inactives: top-dose activation, usual class: activators; Pyruvate kinase PKM (Homo sapiens), P14618; note: potency is the fitted concentration of half-maximal effect; % is set by controls: 0 for no effect and ±100 for the full control effect; nearly all actives have a fitted effect of over 55% in size
Target sequence (P14618 whole entry, looked up, canonical isoform): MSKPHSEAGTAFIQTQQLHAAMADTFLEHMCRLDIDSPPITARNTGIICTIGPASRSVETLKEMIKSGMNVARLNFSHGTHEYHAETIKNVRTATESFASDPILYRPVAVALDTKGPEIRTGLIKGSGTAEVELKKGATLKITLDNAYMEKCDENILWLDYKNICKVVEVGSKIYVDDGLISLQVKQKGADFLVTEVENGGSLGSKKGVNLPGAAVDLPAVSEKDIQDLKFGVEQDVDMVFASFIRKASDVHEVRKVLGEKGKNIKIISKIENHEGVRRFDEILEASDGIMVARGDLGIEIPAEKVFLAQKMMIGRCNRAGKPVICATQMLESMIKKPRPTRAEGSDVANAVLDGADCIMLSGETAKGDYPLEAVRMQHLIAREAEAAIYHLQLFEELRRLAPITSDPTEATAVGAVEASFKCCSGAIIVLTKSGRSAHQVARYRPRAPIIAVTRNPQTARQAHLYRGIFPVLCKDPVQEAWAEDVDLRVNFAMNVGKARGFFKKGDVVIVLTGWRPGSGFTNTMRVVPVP
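hPK-M2, >95% pure; 0.1 mM ADP / 0.5 mM PEP final; imidazole pH7.2 buffer w/ 7 mM MgCl2, 50 mM KCl; 1 h RT; Kinase-Glo lum. Intermediate enzyme activity for dual inhibitor/activator qHTS.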
Tb PFK block – qHTS Assay to Find Inhibitors of T. brucei phosphofructokinase. 330,000 tested, 0.17% active. Potency, µM (series often up to 57.5 µM), without a hit: at the top dose activity, negative = inhibition, usual class: inhibitors. ATP-dependent 6-phosphofructokinase (Trypanosoma brucei brucei), O15648. T. brucei PFK, ADP-Glo luminescence;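 note: potency is the fitted concentration of half-maximal effect; 0% = uninhibited 1x PFK enzyme wells and -100% = no-enzyme wells; nearly all actives have a fitted effect of over 60% in size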
Target sequence (O15648 whole entry, looked up): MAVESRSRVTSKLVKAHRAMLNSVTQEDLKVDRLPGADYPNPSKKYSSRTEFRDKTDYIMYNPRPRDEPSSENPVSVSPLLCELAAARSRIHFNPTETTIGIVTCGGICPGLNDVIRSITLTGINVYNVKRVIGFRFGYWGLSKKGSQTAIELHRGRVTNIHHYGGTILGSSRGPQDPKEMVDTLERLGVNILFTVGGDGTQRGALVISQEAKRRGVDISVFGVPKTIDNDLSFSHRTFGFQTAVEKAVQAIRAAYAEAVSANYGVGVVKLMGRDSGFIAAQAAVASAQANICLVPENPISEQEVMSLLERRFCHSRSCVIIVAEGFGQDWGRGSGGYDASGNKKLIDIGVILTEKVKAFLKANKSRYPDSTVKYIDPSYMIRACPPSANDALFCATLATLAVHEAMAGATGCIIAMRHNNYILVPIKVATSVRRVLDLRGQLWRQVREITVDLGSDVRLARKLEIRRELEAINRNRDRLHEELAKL
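1.25 nM PFK with 0.5 mM F6P and 0.1 mM ATP in 0.1 M TEA pH 8.0, 5 mM MgCl2, incubated 45 min at room temperature; ADP measured by ADP-Glo luminescence; compounds titrated up to 57 uM.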
GALK inh – qHTS Assay for Inhibitors of Human Galactokinase (GALK); P51570; 270,000 tested, 0.007% active; AID 1868, 2009; Purified GALK, Kinase-Glo residual ATP luminescence; Potency, µM (doses to about 57.5 µM), inactives show top-dose activity change, negative = inhibition, actives largely listed as inhibitors; note: potency is the fitted concentration of half-maximal effect; % is set by controls: 0 for no effect and ±100 for the full control effect
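GALK at 5 nM final was combined with compound, 35 uM ATP and 100 uM galactose in HEPES pH8.0 with MgCl2 and DTT. The reaction ran one hour at room temperature before luminescent ATP detection.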
Giardia kill – Small Molecules that selectively kill Giardia lamblia: qHTS | Giardia lamblia trophozoite viability | activity change, % at 7.66 µM, hits read low | 340,000 tested, 0.15% active; in the data active = activity change below about -80%; inconclusive = between about -30% and that limit;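 note: parasites exposed to compound for two days anaerobically before the ATP read; % is set by controls: 0 for no effect and ±100 for the full control effect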
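Luminescent ATP signal served as the viability read-out, measured 15-30 min after adding ATP detection reagent to trophozoites that had been incubated with compounds for 48 hrs at 37 deg C anaerobically at 100 cells/well.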
* marks the source's active call; other numbers are inactive results; i = inactive; ? = inconclusive; / = no result given; & = joins results of further samples; [ ] = dose if it differs, or a comment. Unless noted, calls come from the whole dose curve; as a rule, active = well fitted curve in the direction sought with a large enough effect; inconclusive = small, poorly fitted or top-dose-only effect, or another doubt; inactive = no such curve, though single readings can be large; an effect the other way counts as inactive or inconclusive. This is a subset; rates above refer to the full screens.

structure	B2AR arrestin	BCR signal inh	S-ASM inh	PTAP TSG101 blk	Coupling enz	Menin MLL FP TR	a7 integrin act	PKM2 act	Tb PFK block	GALK inh	Giardia kill
CCCc1cc(=O)oc2c3c(cc(OCC(=O)NCCCn4ccnc4)c12)OC(C)(C)CC3	-0.6%	?	47.0%[activator]	0.8%	2.0	-11.5%	-6.3%	-1.1%	0.3%	/	7.4
CCOC(=O)Cc1csc(N/N=C\c2ccc(N(C)C)cc2)n1	-1.2%	?	58.2%[activator]	-2.4%	-2.5	?	?	/	-9.3%	-0.2%	-2.0
CC(C)(C)C(=O)Nc1c(Cl)cccc1OC(F)(F)F	-0.2%	-6.1%	3.2%	-1.0%	1.7	/	8.8%	-3.0%	1.5%	1.4%	11.0
CC(C)(C)OC(=O)N1CCC(NC(=O)c2nc[nH]c2C(=O)NCc2ccccc2)CC1	-0.6%	9.1%	8.3%	/	/	/	-35.1%[inhibitor]	/	8.1%	/	-22.5
CC(/C=C1\SC(=S)N(CCC(=O)Nc2nc(C)cs2)C1=O)=C\c1ccccc1	-0.7%	-0.4%	-6.7%	-0.8%	0.5	/	-26.2%	4.5%	4.2%	4.5%	-7.0
Cc1nc(N2CCN(S(=O)(=O)c3ccccc3)CC2)c2cc(-c3ccccc3)sc2n1	-0.2%	?	-0.2%	-2.0%	-0.1	-1.8%	19.3%	3.9%	4.0%	-0.7%	-11.2
CCOc1cc(C2C(C#N)=C(N)OC3CCCC(=O)C32)ccc1OCCN1CCOCC1 (centres undefined)	-0.3%	-2.1%	5.0%	-2.6%	0.3	11.4%	12.0%	0.3%	-2.9%	6.6%	-1.6
COc1cc(CN2CCC(C(=O)N3CCN(c4ccccc4F)CC3)CC2)cc(OC)c1O	-0.8%	-1.6%	0.4%	-0.1%	-9.5	-12.4%	-35.7%	2.7%	-1.4%	2.0%	0.8
O=C(COC(=O)c1ccc(Cl)cc1)NC(=O)NC1CCCC1	-0.4%	-0.1%	-2.4%	-4.9%	/	/	-13.7%	/	3.1%	/	-14.5
O=C(CCNS(=O)(=O)c1ccccc1)N1CCCCCC1	-0.5%	0.4%	-0.5%	-1.8%	-0.7	3.0%	-2.5%	-6.1%	0.3%	-6.9%	-0.1
Cc1ccccc1NC1=C(Cl)C(=O)OC1OC(=O)c1ccccc1C (centres undefined)	0.3%	?	-7.4%	-0.9%	-7.0	15.6%	-34.6%	6.5%	0.6%	-0.4%	-6.3
CC(C)N(Cc1ccccc1)C(=O)c1cccs1	-0.3%	3.1%	1.6%	-0.5%	1.1	-18.8%	3.9%	/	3.0%	8.5%	10.3
O=C(CSc1cccc2cccc(Cl)c12)OCC(=O)N1CCN(C(=O)c2ccco2)CC1	-0.1%	9.0%	4.3%	-3.3%	-1.6	-0.9%	0.0%	-0.2%	-17.5%	1.1%	3.6
CC1=CC(C)(C)Nc2ccccc21	-0.1%&0.5%	?	46.1%&26.3%[activator]	2.4%&-5.5%	-20.2	?	-35.4%	-2.4%	2.3%&1.7%	-1.1%	13.3&-11.4
CCOC(=O)c1cc2c(=O)n3ccccc3nc2n(C(C)C)c1=NC(=O)c1c(-c2c(F)cccc2Cl)noc1C	-1.1%	-3.3%	371.3%[activator]	-0.1%	0.9	-0.4%	-8.8%	3.1%	-8.9%	-0.6%	0.2
COc1cccc(C2C3=C(N=c4s/c(=C\c5ccc(OCC(=O)O)cc5)c(=O)n42)c2ccccc2CC3)c1 (centres undefined)	13.0%	?	-13.1%	-4.4%	-1.7	/	-13.5%	4.9%	1.7%	-2.0%	1.9
COc1ccc(C(=O)NC(=S)NNC(=O)COc2ccccc2)cc1	0.2%	3.9%	-1.0%	-2.0%	4.4	?	-40.7%	1.3%	-1.3%	1.7%	-4.4
O=C(CN(Cc1cccs1)C(=O)CCC(=O)Nc1nccs1)NCc1ccccc1	-0.1%	13.6%	0.5%	-3.6%	2.4	10.1%	-24.4%	-0.2%	-7.3%	2.4%	11.7
Cc1cc(OCC(=O)NCc2cccnc2)c2c(C)cc(=O)oc2c1	0.8%	-2.2%	-0.4%	-4.6%	2.8	9.2%	-23.0%	/	0.6%	0.7%	-11.4
O=S(=O)(NCC1CC1)c1cc(Cl)cc(Cl)c1	-1.1%	0.3%	3.9%	-1.4%	-0.7	10.2%	0.0%	/	-12.6%	-1.7%	?
CC(C)NC(=O)CSc1nncn1-c1ccccc1	0.2%	-6.3%	4.9%	-3.8%	4.1	-9.4%	-14.6%	-1.4%	1.6%	1.3%	11.8
COc1ccc(/C=N/n2c(SC)nnc(C(C)(C)C)c2=O)cc1OC	0.0%	?	-5.1%	-8.2%	-1.0	-8.7%	9.0%	-1.4%	0.7%	5.4%	4.7
CN(C)CCCN1C(=O)c2oc3ccc(F)cc3c(=O)c2C1c1cccnc1 (centres undefined)	0.2%	7.2%	10.3%	-2.8%	-7.6	-6.2%	-9.2%	-18.8%	-4.0%	2.2%	-3.6
CC(=O)N1CCC(N(CCCOC(C)C)C(=O)Nc2ccc(C)c(C)c2)CC1	-0.1%	-1.4%&-3.9%	-0.2%	-7.9%	2.2	-9.3%	-0.9%[7.66 µM]	-0.4%	-0.8%	1.6%	-4.4
c1ccc2c(c1)CSc1sccc1C2=C1CCNCC1	-0.4%	?	-0.5%	-0.1%	2.3	4.4%	-61.7%[inhibitor]	2.5%	-0.2%	2.5%	-7.3
Cc1occc1C(=O)N1CCN(C(=O)C2CCCO2)CC1 (centres undefined)	-0.4%	-1.5%	3.4%	1.7%	3.4	-7.4%	24.0%	2.2%	13.7%	-2.3%	25.9
Cc1cccc(NC(=S)Nc2ccccn2)c1C	-0.3%	?	/	-1.6%	0.3	?	8.3%	0.6%	0.7%	2.6%	-2.2
Cc1cccc(NC(=O)Cn2c(=O)n(C)c3ccccc32)c1	-0.3%	?	0.0%	-3.2%	2.5	0.2%	-2.0%	6.1%	-3.6%	0.3%	0.3
CCOC(=O)[C@H]1[C@H]2COc3ccc(Cl)cc3[C@@H]2N2C(=O)CN(Cc3ccc(Cl)cc3)C(=O)[C@@]12C	0.3%	?	-3.5%	-5.4%	/	/	0.2%	/	-0.3%	/	-12.0
N#Cc1c(N)n(-c2cccc(C(=O)O)c2)c2nc3ccccc3nc12	-0.4%	-2.2%	i	?	-11.2	/	20.7%	-1.5%	6.7%	-4.8%	1.3
O=C(Cn1ncc2c3ccccc3n(Cc3ccccc3)c2c1=O)NCc1ccco1	-0.5%	5.9%	0.3%	2.0%	0.7	/	27.5%	-4.0%	0.6%	-2.5%	22.6
CC(=O)Nc1ccc(NC(=O)C(C)OC(=O)CCCN=C2NS(=O)(=O)c3ccccc32)cc1 (centres undefined)	-0.2%	?	3.0%	-2.5%	/	/	7.5%	/	-5.9%	/	-14.0
CCc1nnc(NC(=O)CCC(=O)N2CCN(Cc3cc(Cl)ccc3OC)CC2)s1	0.2%	?	5.5%	3.4%	8.8	-14.4%	15.0%	-6.9%	-0.6%	6.4%	16.4
O=C(/C=C/c1cccc([N+](=O)[O-])c1)NCCSCc1ccc(Cl)cc1Cl	-1.0%	15.2%	-7.7%	-0.1%	-1.7	37.6%[activator]	-11.1%	0.3%	3.2%	1.1%	-23.8
OCCN1CCN(c2ncnc3sc(-c4ccccc4)cc23)CC1	0.0%	-14.9%	6.2%	-2.4%	-1.5	?	-19.3%	1.4%	-0.5%	10.5%	-12.2
C=CCOc1ccccc1C(=O)/C=C1/C(=O)Nc2ccccc21	-0.3%	?	-10.6%	-4.4%	-0.6	-12.6%	-73.4%[inhibitor]	/	-15.5%	-5.8%	-27.0

Source: PubChem
